AmpC inh det – Promiscuous and Specific Inhibitors of AmpC Beta-Lactamase (assay with detergent); purified AmpC, nitrocefin hydrolysis with detergent; Potency, µM (doses to about 28.7 µM), inactives show at the top dose activity change, negative = inhibition; 71,000 compounds, 0.09% hits; AID 584, 2007; active = well fitted curve in the direction sought with a large enough effect
Target sequence (P00811 whole entry, looked up): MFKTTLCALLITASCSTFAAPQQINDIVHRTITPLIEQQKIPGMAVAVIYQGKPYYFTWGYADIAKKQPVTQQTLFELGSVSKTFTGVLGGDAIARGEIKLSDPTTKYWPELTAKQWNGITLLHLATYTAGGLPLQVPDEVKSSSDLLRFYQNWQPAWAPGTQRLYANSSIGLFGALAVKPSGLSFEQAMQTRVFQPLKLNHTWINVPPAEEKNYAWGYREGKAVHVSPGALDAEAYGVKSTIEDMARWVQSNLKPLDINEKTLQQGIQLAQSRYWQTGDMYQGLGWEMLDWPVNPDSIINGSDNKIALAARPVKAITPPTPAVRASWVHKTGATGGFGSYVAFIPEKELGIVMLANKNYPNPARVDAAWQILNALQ
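E. coli AmpC (5.3 nM) in 20 mM phosphate pH 7.0 with 0.01% Triton X-100, preincubated 15 min RT with compound; nitrocefin (2 uL of 800 uM stock) hydrolysis followed by 480 nm absorbance every 20 s over 4 min.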
An asterisk follows results filed as active; & = joins results of further samples; [ ] = remark or other dose. % is set by controls: 0 for no effect and ±100 for the full control effect; potency is the fitted concentration of half-maximal effect.

SMILES,AmpC inh det
Cc1ccc(N2C(=O)c3n[nH]c(C)c3C2c2ccccn2)cc1 (stereo not given),1%
O=C(NCCCN1CCCC1=O)c1ccc(Cl)c(NS(=O)(=O)c2ccc(F)cc2)c1,-3%
CCC(C)(C)n1nnnc1C(c1cccs1)N1CCc2ccccc21 (stereo not given),5%
CC(C)[C@H](NC(=O)NCc1ccc(Cl)cc1)C(=O)O,-4%
Cc1cc(N(C)C)c(C#N)c(NCc2ccccc2)n1,0%
CCC(=O)Nc1cc(C(F)(F)F)ccc1N1CCOCC1,-7%
Cc1cccc(Nc2ncccc2C(=O)O)c1C,5%
Cc1noc(C)c1C(=O)Nc1sc(C)c(C)c1C#N,-3%
Cn1cnc2c1c(=O)n(Cc1ccccc1)c(=O)n2C,13%
O=C1c2ccncc2C(=O)N1C1CCCCC1,-8%
COC(=O)C1=C(C)Nc2ncnn2C1c1ccco1 (stereo not given),-2%
COc1cc(NC(=O)c2cc(-c3cccc(O)c3)on2)cc(OC)c1OC,7%
CSc1nc2ccc3nc(NC(=O)c4cccs4)sc3c2s1,-2%
NNC(N)=S,10%
O=C(CCn1ccc2ccccc21)Nc1ccc(N2CCOCC2)cc1,11%
CC12CC(NC(=O)N1CCc1ccccc1)c1ccccc1O2 (stereo not given),1%
C1=C(CCNc2ncnc3nc[nH]c23)CCCC1,7%
O=C(Nc1ccc(Cl)cn1)c1cnn2cccnc12,-3%
COc1ccc(Cc2c(O)nc(SC)n(C(C)=O)c2=O)cc1,-26%
CC(C)(C)c1ccc(OCCn2ccccc2=O)cc1,0%

Random excerpt: seven records from the list
SMILES,AmpC inh det
CCC(=O)Nc1cc(C(F)(F)F)ccc1N1CCOCC1,-7%
CCC(C)(C)n1nnnc1C(c1cccs1)N1CCc2ccccc21 (stereo not given),5%
Cc1noc(C)c1C(=O)Nc1sc(C)c(C)c1C#N,-3%
O=C(NCCCN1CCCC1=O)c1ccc(Cl)c(NS(=O)(=O)c2ccc(F)cc2)c1,-3%
COC(=O)C1=C(C)Nc2ncnn2C1c1ccco1 (stereo not given),-2%
Cc1ccc(N2C(=O)c3n[nH]c(C)c3C2c2ccccn2)cc1 (stereo not given),1%
Cn1cnc2c1c(=O)n(Cc1ccccc1)c(=O)n2C,13%

Some of the entries so far, with each value named:
Cn1cnc2c1c(=O)n(Cc1ccccc1)c(=O)n2C
  AmpC inh det: 13%

O=C1c2ccncc2C(=O)N1C1CCCCC1
  AmpC inh det: -8%

Remaining list, next part:
SMILES,AmpC inh det
CCCC(=O)Nc1nc2ccc(NC(=O)c3ccc(Br)o3)cc2s1,-5%
CCOC(=O)c1cc(C)n(CCCN2CCOCC2)c1C,-2%
O=C(c1ccccc1)c1cccn1CC(=O)N1CCN(C2CCCCC2)CC1,11%
CC(=O)OC1CC(C)(C)N(OC(=O)CCCN2C(=O)c3ccccc3C2=O)C(C)(C)C1,-3%
Cn1ncc2c(N3CCOCC3)ncnc21,0%
CCc1nc(SCC(=O)N2CCN(c3ccccc3)CC2)c2c(=O)n(C)c(=O)n(C)c2n1,11%
O=C(C1=C(O)C(=O)N(CCOCCO)C1c1cccs1)c1cccs1 (stereo not given),7%
COc1ccccc1NC(=O)Cn1nnc(C(=O)Nc2ccccc2)c1N,8%
COc1cc(S(=O)(=O)n2c(C)nc3ccccc32)ccc1F,17%
O=S(=O)(O)c1cc(N=Nc2cccc3ccccc23)c(O)c2ncccc12,-2%[5.75 µM]
CCCCN1CC(O)=C(c2nc3ccccc3[nH]2)C1=N,-1%
O=C(CN1CCCCCC1)NCCc1ccc(F)cc1,-5%
CCC(C(=O)OCC(=O)Nc1c(C)n(C)n(-c2ccccc2)c1=O)c1ccccc1 (stereo not given),-3%
O=C(NCc1ccccc1)NC1CC2CCC(C1)N2Cc1ccco1 (stereo not given),-2%
COC(=O)c1cc(COc2ccc3c4c(c(=O)oc3c2)CCCC4)c(C)o1,-2%
O=C(NC1CCCC1)C1CCN(S(=O)(=O)N2CCCCC2)CC1,-2%
Nc1ccc(-c2nc3c(Cl)c(N)ccc3[nH]2)cc1,0%
COc1cccc(NC(=O)Cc2cn(C)c3ccccc23)c1,-4%
COc1ccc(-c2noc(CSc3nc(N)c(-c4ccccc4)c(=O)[nH]3)n2)cc1,-1%
Cc1ccccc1NC1=NC(C)(C)N=C(N)N1,-2%
CC1(C)CC(=O)C(C=Nc2ccc(O)cc2)=C(O)C1,6%
O=C(NC1CCCCCC1)c1c(F)c(F)c(F)c(F)c1F,-1%
Cc1cccc2cc(CN(CCCO)C(=O)Nc3cccc(Cl)c3)c(=O)[nH]c12,3%
O=C(CN1C(=O)c2ccccc2S1(=O)=O)N1CCc2ccccc21,10%
CS(=O)(=O)N(Cc1ccccc1)c1ccccn1,7%
COc1ccc(CC(=O)Nc2nc3n(n2)C(c2ccccc2)CC(=O)N3)cc1OC (stereo not given),-1%
O=C1COc2ccc3ccccc3c2CN1,12%
C=CCc1cccc(CNc2nc3ccccc3n2CCC)c1O,0%
CCOC(=O)C1=C(C)NC2=C(C(=O)C(C(=O)OC)C(C)C2)C1c1ccc(OC)c(O)c1 (stereo not given),-3%
O=C(c1ccccc1-c1nc(-c2ccc(F)cc2)no1)N1CCCC1,-2%
O=C(CCc1nc2ccccc2[nH]c1=O)OCC(=O)N1CCc2ccccc21,-1%
CCCS(=O)(=O)N1CCCC(C(=O)NCCCN(C)Cc2ccccc2)C1 (stereo not given),-2%
O=C(O)CCC(NC(=O)OCc1ccccc1)C(=O)O (stereo not given),-1%
Cc1nc(SCC(=O)Nc2ccc(C)c(F)c2)c2oc3ccccc3c2n1,6%
Fc1ccc(N2CCN(C(c3cccs3)c3nnnn3C3CCCC3)CC2)cc1 (stereo not given),0%
Cc1cc(OCC(=O)Nc2ccncc2)ccc1Br,5%
Cc1noc(C)c1S(=O)(=O)N1CCC(C(=O)N2CCN(c3ccc(Cl)cc3)CC2)CC1,-3%
CCOc1ccc(-c2nnc(SCC(=O)N(CC)CC)n2N)cc1,-1%
O=C(Nc1ccc(F)cc1)N1CCN(c2nc3ccccc3s2)CC1,6%
CCOC(=O)CN1C(=O)C(C)(C)Oc2ccc(C(=O)NC(C)(C)CC)cc21,-5%
CC(C)OC(=O)CSc1nnc(-c2cnccn2)n1-c1ccc(Cl)cc1,-3%
COc1ccccc1CNc1ncncc1-c1cccc(C#N)c1,8%
Cc1ccnc(N2CCC(C(=O)Nc3nnc(C)s3)CC2)n1,3%
COc1ccc(-c2cc(C(F)(F)F)nc(SCCC(=O)N3CCOCC3)n2)cc1,-5%
COc1ccc(OCc2ccc(-c3nc4ccccc4c(=O)n3N)o2)cc1,1%
O=[N+]([O-])c1ccc2c(c1)c(S(=O)(=O)O)cc1nonc12,-2%[5.75 µM]
C=CCn1c(SCc2ccc(C#N)cc2)nnc1-c1cccc(Cl)c1,-4%
CS(=O)(=O)N(CC(=O)NC1CCCC1)c1ccc2c(c1)OCCO2,-4%
CN1CC[C@@]23c4ccccc4N[C@H]1[C@]21CCN(C)[C@@H]3Nc2ccccc21,-3%[12.8 µM]
O=C(O)Cc1cccnc1C(=O)O,-2%
CC1CCCN(Cc2nc3c(c(=O)n(C)c(=O)n3C)n2CC(=O)c2ccccc2)C1 (stereo not given),7%
CCOC(=O)N1CCC(NS(=O)(=O)c2cc(Br)cc3c2N(C(=O)CC)CC3)CC1,-3%
CCOc1cc(C2C(C(=O)OC(C)C)=C(C)N=C3SCCC(=O)N32)ccc1OC(C)=O (stereo not given),0%
CCC(C)c1ccc(OCC(=O)O)cc1 (stereo not given),1%
COc1ccc(NC(=O)N2CC[C@@]3(CCCN(C(=O)c4cnccn4)C3)C2)cc1,3%
COc1ccc2ccccc2c1C1CC(=O)N2CN(Cc3ccco3)CSC2=C1C#N (stereo not given),0%
COc1ccc(C2C(=O)N(C3CCCCCC3)CC(=O)N2Cc2ccccc2)cc1OC (stereo not given),-3%
COc1cccc(-c2nc(N3CCN(C)CC3)c3ccccc3n2)c1,8%
CC1=Nn2c(nnc2-c2ccccn2)SC1,-6%
C=CCn1c(=O)c2c(nc3n2CCS3)n(C)c1=O,-3%

(listing goes on)
SMILES,AmpC inh det
CCCn1c(C)nc2c(N(C)CCN(C)C)nc(C)nc21,10%
Cc1cc(C)c2cc(CN(CCO)Cc3nnnn3Cc3ccccc3)c(=O)[nH]c2c1,-2%
COCCN(C(=O)CCC(=O)Nc1ccccn1)C(C(=O)NCCC(C)C)c1ccc(OC)cc1 (stereo not given),-3%
O=C(CSc1nc(-c2ccco2)cc(C(F)(F)F)n1)NCc1cccs1,-4%
Cc1nn(C)c(C)c1P(=S)(c1c(C)nn(C)c1C)N(C)C,-3%
CCC(C)(C)n1nnnc1CN1CCN(c2nc3cc(OC)ccc3cc2C#N)CC1,-5%
CCCC(=O)Nc1cccc(NC(=O)c2ccc3c(c2)OCCO3)c1,-8%
CCC(C)[C@H](NC(=O)NCCCN1CCOCC1)C(=O)OC (stereo not given in full),-4%
Cc1cc(C(=O)CN2C(=O)c3ccccc3S2(=O)=O)c(C)n1CC1CCCO1 (stereo not given),-1%
Cn1cc(SCC(=O)Nc2nc3ccccc3s2)c2ccccc21,-5%
COC(=O)N1CCC2(CCN(C(=O)Nc3cccc(C#N)c3)CC2)CC1,1%
O=C(CSc1nnc2ccccn12)c1ccc2c(c1)OCCO2,-2%
Cc1ccc(NC(=O)N2CCC(c3nc4c(nnn4Cc4cccc(Cl)c4)c(=O)[nH]3)CC2)cc1,-8%
O=C(NCc1ccco1)c1cc2sccc2n1Cc1ccc(F)cc1,-4%
COc1ccccc1N1CCN(C(=O)c2sc3nc(-c4ccc(F)cc4)cn3c2C)CC1,13%
C=CCN1C(=O)CN=C1NCc1ccccc1,-1%
CCCn1c(NC(=O)c2ccccc2)nc2ccccc21,7%
O=C(Nc1ccc(S(=O)(=O)C(F)F)cc1)c1cccc(S(=O)(=O)N2CCOCC2)c1,-2%
COc1ccc(CCNC(=O)c2ccncc2)cc1OC,9%
Cc1cccc(CNc2ncnc3ccc(-c4cccc(NS(C)(=O)=O)c4)cc23)c1,-17%
COC(=O)c1cccc(NC(=O)c2ccc(S(=O)(=O)N3CCN(C)CC3)cc2)c1,-2%
COc1ccc(C2CC(c3cc(OC)ccc3OC)n3nnnc3N2)cc1 (stereo not given),-1%
COc1ccc(OC)c(S(=O)(=O)N2CCC(C(=O)NCCC3=CCCCC3)CC2)c1,-3%
CC(=O)NCC1=C(NC(C)=O)C2CC1C(C)(C)C2C (stereo not given),0%
C=CCN(C(=O)CCC(=O)Nc1cc(C)on1)C(C(=O)NC1CCCC1)c1cccnc1 (stereo not given),-4%
COc1c(Br)cc(Br)cc1/C=N/n1c(C)nnc1C,1%
CCN1CCN(c2nc3ccccc3nc2C(C#N)C(=O)OCc2ccccc2)CC1 (stereo not given),-2%
O=C(CCCC1=NS(=O)(=O)c2ccccc2N1)N1CCC2(CC1)OCCO2,4%
CC(=O)c1ccc(NC(=O)CSCCO)cc1,-3%
COC(=O)C1CCN(C(=O)c2ccc(NC(C)=O)cc2)CC1,-3%
N#Cc1ccc(C23CC4CC(CC(C4)C2)C3)[nH]c1=O,-3%
CC(=O)c1cccc(NC(=O)C2CCCN(S(C)(=O)=O)C2)c1 (stereo not given),-3%
Cc1ccc(NC(=O)NCC(c2cccnc2)N2CCOCC2)cc1 (stereo not given),-3%
O=C(NCc1ccco1)c1cc2ccc(O)cc2oc1=O,-2%
CN(c1ccc(OCC(=O)N2CCCCC2)cc1)S(=O)(=O)c1cccs1,-6%
CCOC(=O)c1ccc(N2C(=O)CC(N(C)CCc3ccc(OC)c(OC)c3)C2=O)cc1 (stereo not given),-2%
Cc1cccc(-c2cc3nc(C)cc(NCCCN(C)C)n3n2)c1,-7%
CC(C)NC(=O)N1CC[C@@]2(CCCN(C(=O)c3cnccn3)C2)C1,2%
COC(=O)c1cc(COC(=O)c2ccc(OC)c(S(=O)(=O)N3CCCC3)c2)oc1C,-5%
Clc1cc(Cl)c2nc(N3CCOCC3)sc2c1,-2%
CC(=O)C(C)=O,7%&-3%
COc1ccc(-c2ccc(SCC(=O)N3CCOCC3)nn2)cc1OC,-3%
CCCOCC(O)COc1ccccc1C(=O)N1CCOCC1 (stereo not given),-3%
Cc1nc(N2CCN(S(=O)(=O)c3ccc(F)cc3)CC2)c2c(C)c(C)sc2n1,-6%
C/C=C/c1ccc(OCCCNCC(C)O)c(OC)c1 (stereo not given),-2%
O=C(CSc1nc2c(c(=O)n1-c1ccc(Br)cc1)SCC2)NCc1ccco1,-5%
COc1ccc(S(=O)(=O)Nc2ccc(S(=O)(=O)Nc3nc(C)cc(C)n3)cc2)cc1OC,-3%
Cc1ccccc1Cn1nnc(C(=O)Nc2cccc(C)c2C)c1N,-3%
COCc1cc(C)nc(SCC(=O)Nc2ccc3c(c2)OCO3)c1C#N,-4%
Cc1cccc(CNc2ncncc2-c2ccc3c(c2)OCO3)c1,8%
COc1cc2c(cc1OC)-c1cc(NC3CCCC3)nc(=O)n1CC2,-2%
CC(=O)NCC(=O)N(Cc1ccco1)C1(C(=O)NC2CCCCC2)CCCCC1,17%

Compound activity as filed in PubChem.

Not all compounds are listed, so the mix of outcomes need not match the whole.
